Rac1 act GTP bind – modulators of GTP binding to human Rac1 activated mutant; P63000; percent activity (GTP binding), % at 10 µM; GST-Rac1 activated beads, fluorescent GTP binding, flow cytometry; actives lie on both sides; 100% means binding = to untreated wells; 190,000 compounds, 0.11% hits;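 active means GTP binding at least 20 percentage points away from the 100% baseline, in either direction, so actives lie on both sides; inconclusive means Compound likely fluorescent itself, or too few beads counted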
Cdc42 wt – modulators (inhibitors or activators) of GTP binding to human Cdc42 wildtype. 190,000 compounds, 0.2% hits. P60953. GST-Cdc42 beads, Bodipy-GTP binding, flow cytometry; actives lie on both sides. percent activity (GTP binding), % at 10 µM;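 active means percent activity GTP binding at least 20 points away from the 100% baseline, either down as inhibitor or up as activator; inconclusive means compound flagged as likely green fluorescent from well-wide comparison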;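 further: median bead fluorescence of bound Bodipy-FL-GTP at 100 nM; 0% = excess unlabeled GTP control and 100% = no compound control; below 100% means less GTP binding so inhibitor and above means activator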
Rac1 wt GTP bind – alters GTP binding to wildtype human Rac1. GST-Rac1 beads, fluorescent GTP binding, flow cytometry; actives lie on both sides; 0 = cold GTP competed, 100 = untreated. GTP binding activity (% of control), % at 10 µM. 190,000 compounds, 0.27% hits. AID 757;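 active means GTP binding activity at least 20 points away from the 100% control level, either lower or higher; inconclusive means compound flagged as likely green fluorescent, judged across all proteins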
Avidin bead fluor – compound fluoresces at 488/530 nm on avidin beads | fluorescence (KMESF) at 10 µM | compound fluorescence 488/530 nm, flow cytometry; stronger effect = higher value | 220,000 compounds, 0.38% hits; in the data active means fluorescence above about 47; further: inactives centre near 10
HRas wt GTP – human HRas wildtype GTP binding, change in either direction. AID 759. GTP binding activity, % at 10 µM. 190,000 compounds, 0.14% hits. GST-Ras wt beads, Bodipy-FL-GTP binding, flow cytometry; actives lie on both sides;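 active means GTP binding activity at least 20% away from the 100% baseline, either lowered as inhibitor or raised as activator; inconclusive means flagged as likely green fluorescent, judged across all proteins in the well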;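 further: 0% = unlabeled GTP competition control and 100% = no-compound control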
Rab2A wt mod – changes GTP binding to wildtype dog Rab2A, up or down | P61105 | GST-Rab2 wt beads, Bodipy-GTP binding, flow cytometry | GTP binding activity, % at 10 µM | 190,000 compounds, 0.19% hits | AID 760;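 active means GTP binding activity at least 20 points away from 100%, either lowered or raised; inconclusive means signal likely due to the compound's own green fluorescence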;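 further: 0% = beads with excess unlabeled GTP and 100% = no-compound control corrected for plate trend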
Pf gamet viab – kills late stage P. falciparum gametocytes; P. falciparum stage V gametocytes, ATP luminescence, 24 h; inhibition, % at 10.9 µM; 150,000 compounds, 0.065% hits;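 active means inhibition above the mean plus 3 SD of compounds within the control limits, set per campaign, cut at about 38% in these data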;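 further: 0% = DMSO wells and 100% = medium only without gametocytes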
GSH bead fluor – compound fluoresces at 488/530 nm on GSH beads; 190,000 compounds, 0.25% hits; GSH beads flow cytometry, compound fluorescence 488/530 nm; stronger effect = higher value; fluorescence (KMESF) at 10 µM; in the data active means fluorescence above about 89;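 further: glutathione beads carrying GST-tagged Bcl family fusion proteins plus one bare bead set; values are compound well signal with DMSO vehicle wells as background; inactives centre near 16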
ABCB1 block – human ABCB1 inhibition, ABCG2 as counter-screen | P08183 | CCRF-Adr cells, JC-1 efflux, flow cytometry | inhibition, % at 6.6 µM | 190,000 compounds, 0.067% hits | AID 1326; in the data active means inhibition above about 40%;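 further: 0% = vehicle and 100% = reference inhibitor; higher value means more JC-1 retained so stronger ABCB1 efflux block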
Target sequence (P08183 whole entry, looked up): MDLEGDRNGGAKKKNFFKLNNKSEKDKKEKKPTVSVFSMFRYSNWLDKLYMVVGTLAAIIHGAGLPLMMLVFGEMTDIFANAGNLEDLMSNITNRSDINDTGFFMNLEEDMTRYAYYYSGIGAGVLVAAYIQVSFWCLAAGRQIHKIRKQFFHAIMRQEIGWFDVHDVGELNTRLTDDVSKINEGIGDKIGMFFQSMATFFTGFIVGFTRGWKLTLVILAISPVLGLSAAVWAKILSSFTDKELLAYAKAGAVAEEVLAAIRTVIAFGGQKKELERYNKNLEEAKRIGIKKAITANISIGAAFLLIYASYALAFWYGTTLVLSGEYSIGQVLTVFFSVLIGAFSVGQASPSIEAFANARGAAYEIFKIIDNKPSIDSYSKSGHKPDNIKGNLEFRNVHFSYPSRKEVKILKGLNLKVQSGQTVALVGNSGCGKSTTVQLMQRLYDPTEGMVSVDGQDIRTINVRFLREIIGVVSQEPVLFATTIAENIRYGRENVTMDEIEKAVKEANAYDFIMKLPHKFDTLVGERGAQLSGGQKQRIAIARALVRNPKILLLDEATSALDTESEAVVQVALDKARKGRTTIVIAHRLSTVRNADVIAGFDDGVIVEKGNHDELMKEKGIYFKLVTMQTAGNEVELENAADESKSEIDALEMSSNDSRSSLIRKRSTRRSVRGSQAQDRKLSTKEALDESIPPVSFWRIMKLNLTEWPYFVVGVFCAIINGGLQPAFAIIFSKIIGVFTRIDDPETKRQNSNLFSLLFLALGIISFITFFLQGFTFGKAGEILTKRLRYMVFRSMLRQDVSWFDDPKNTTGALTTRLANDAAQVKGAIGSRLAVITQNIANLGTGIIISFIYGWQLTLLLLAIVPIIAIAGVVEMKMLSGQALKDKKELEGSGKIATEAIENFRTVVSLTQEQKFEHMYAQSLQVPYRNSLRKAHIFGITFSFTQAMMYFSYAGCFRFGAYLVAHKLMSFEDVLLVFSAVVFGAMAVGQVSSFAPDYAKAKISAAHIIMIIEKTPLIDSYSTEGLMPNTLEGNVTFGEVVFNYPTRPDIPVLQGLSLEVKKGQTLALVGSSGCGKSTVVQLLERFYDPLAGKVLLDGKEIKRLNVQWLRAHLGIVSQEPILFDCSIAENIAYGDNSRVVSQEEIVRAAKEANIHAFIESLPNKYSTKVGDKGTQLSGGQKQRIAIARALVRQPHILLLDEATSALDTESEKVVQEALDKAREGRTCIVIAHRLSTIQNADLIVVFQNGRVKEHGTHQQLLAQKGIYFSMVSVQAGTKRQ
ABCG2 inh – blocks JC-1 efflux by human ABCG2 transporter; Q9UNQ0; IgMXP3 cells, flow cytometry; inhibition, % at 6.6 µM; 190,000 compounds, 0.1% hits; AID 1325;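 active means inhibition above 80%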;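 further: 0% = DMSO and 100% = nicardipine control wells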
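Assay system – ABCG2 IgMXP3 and barcoded ABCB1 CCRF-Adr cell mix · Input – 3 million cells/mL in well · Reagent – JC-1 fluorescent substrate · Compound – single test compound dose, 6.6 µM final · Timing – 10 min exposure at 25 °C with rotation, no wash · Detection – flow cytometry of retained JC-1 fluorescence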
Rab7 wt GTP bind – dog Rab7 wildtype GTP binding, inhibitors and activators. AID 758. GST-Rab7 beads, fluorescent GTP binding, flow cytometry; actives lie on both sides; untreated = 100%, excess cold GTP = 0%. GTP binding activity (percent of control), % at 10 µM. 190,000 compounds, 0.055% hits;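 active means fluorescent GTP binding to Rab7 beads changed by at least 20 points from the 100% baseline, either direction, mostly lower; inconclusive means compound itself probably fluorescent, or too few beads counted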;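 further: median green fluorescence of bound Bodipy-FL-GTP per Rab7 bead population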
Active calls of the source: *; ? = inconclusive; . = no result given.

SMILES	Rac1 act GTP bind	Cdc42 wt	Rac1 wt GTP bind	Avidin bead fluor	HRas wt GTP	Rab2A wt mod	Pf gamet viab	GSH bead fluor	ABCB1 block	ABCG2 inh	Rab7 wt GTP bind
CC(C)CC(NC(=O)C1CCCN1C(=O)OC(C)(C)C)C(=O)NCC(N)=O (stereo not given)	100	104	108	33	99	100	-5	27	0.8	11	96
Cn1nc(C(F)(F)F)c2cc(C(=O)Nc3ccc(Cl)cc3)sc21	100	98	98	15	100	101	14	8	0.2	3	101
O=C(CCCN1C(=O)/C(=C/c2cccs2)SC1=S)NNC(=O)c1ccc(F)cc1	97	105	103	10	99	98	-6	11	-0.8	-8	96
Cc1ccc(CNC(=O)c2ccc(CNc3c(N4CCCC4)c(=O)c3=O)cc2)cc1	99	100	105	8	99	101	.	21	0.2	1	102
Cc1cccc(N2C(=O)/C(=C\c3ccc(C(=O)O)cc3)c3ccccc3C2=O)c1	89	95	93	21	95	94	11	10	-0.6	-1	103
Cc1nc(-c2ccccc2)sc1-c1ccn[nH]1	94	97	95	9	94	95	6	18	0.3	6	93
CC(/C=C1\N=C(SCc2ccccc2)SC1=O)=C\c1ccccc1	95	95	100	11	96	94	21	8	0.3	0	89
Cc1ccc(/C=C2/C(=O)N(c3ccccc3)C(=S)N2C)o1	100	100	100	11	98	101	14	21	-0.6	-4	99
CCOc1ccc(/C=N/NC(=O)CN2CCCCCCC2)cc1	94	94	101	9	97	103	25	19	1.2	4	104
Cc1cccc(-c2noc(-c3ccc4c(c3)OCO4)n2)c1	90	89	92	9	93	94	0	10	1.3	0	97
Cc1ccccc1CS(=O)(=O)CCC(=O)NCCCN1CCOCC1	97	97	98	10	96	97	3	34	0.0	5	95
COCCN1C(=O)N[C@H](c2cccc(C(F)(F)F)c2)C(C(=O)OC)=C1C	98	104	108	9	102	102	.	17	0.7	-1	101
CSc1nsc(N/N=C/c2ccccc2)c1C#N	94	92	93	10	94	94	.	14	-4.3	13	100
CSc1nc2ccc3nc(NC(=O)C4COc5ccccc5O4)sc3c2s1 (stereo not given)	99	100	103	8	101	98	.	26	0.6	3	98
Cc1ccc(-c2cc(N)on2)cc1	98	101	103	4	100	100	16	18	0.4	8	100
O=C(CN1CCOCC1)Nc1ccc(Br)cn1	100	102	103	7	100	100	.	47	0.2	1	97
OC(COCc1ccco1)CN1CCN(C(c2ccccc2)c2ccccc2)CC1 (stereo not given)	102	105	106	11	103	100	-4	23	1.6	9	100
OCCC1CN(Cc2ccon2)CCN1CCc1ccccc1 (stereo not given)	92	92	92	1	95	97	-16	12	-0.6	-1	98
C#CCOCCOCCOCCNc1nc(N2CCN(C(=O)[C@H]([C@@H](C)CC)n3cc([C@@H](N)CC(C)C)nn3)CC2)nc(N2CCN(C(=O)[C@H](CCCCN)n3cc([C@@H](N)C(C)CC)nn3)CC2)n1 (stereo not given in full)	97	96	98	7	95	96	.	18	0.2	4	97
O=C(NCc1cccs1)c1noc2c1CCCCC2	104	105	108	27	102	102	11	22	0.3	5	100
COc1cccc(C2Nc3ccccc3C(=O)N2O)c1O (stereo not given)	98	104	101	8	103	102	.	16	0.9	2	105
COc1ccc(Nc2c(-c3ccc(OC)cc3)nc3cnccn23)cc1	97	94	97	24	98	97	-2	9	0.5	2	106
Fc1cccc2sc(N3CCCC3)nc12	96	97	99	9	96	99	-19	18	0.4	2	101
CN(C)S(=O)(=O)c1ccc(Cl)c(C(=O)Nc2nc3ccccc3[nH]2)c1	?	?	?	10	?	?	-11	12	0.6	4	?
CCOC(=O)Cc1csc(NC(=O)CN(C)S(=O)(=O)c2cccc3cccnc23)n1	99	100	102	8	102	99	.	23	0.6	4	100
CCCN1CNc2c(c(=O)[nH]c(=S)n2CCc2ccc(OC)c(OC)c2)C1	92	97	96	8	98	96	-5	8	0.0	9	102
O=C(NCCCN=C1NS(=O)(=O)c2ccccc21)c1ccc(S(=O)(=O)N2CCCCC2)cc1	90	94	93	9	95	93	1	30	0.6	-1	92
COC(=O)N/N=C/c1ccc(/C=N/NC(=O)OC)cc1	94	93	98	22	95	97	.	11	0.4	1	95
CCCc1nnc(NC(=O)c2cccc(OC)c2)s1	94	97	96	4	96	94	.	28	2.6	25	95
COc1ccc(-c2nc3oc4cc(OC)ccc4c(=O)c3c(=O)n2Cc2ccco2)cc1	96	99	99	14	98	98	6	23	2.7	10	97
O=C(Nc1nc2ccccc2s1)C1CC(=O)N(c2ccc(Cl)cc2)C1 (stereo not given)	98	100	101	9	98	99	6	67	0.1	1	99
COc1ccc(S(=O)(=O)NC(C)C(=O)O)cc1 (stereo not given)	97	97	97	7	97	97	-10	36	1.0	6	98
COc1cc(C(=O)NCc2nnc(SCC(=O)N3CCc4ccccc43)o2)cc(OC)c1OC	98	98	100	9	95	95	26	35	1.4	24	97
CC/C(C)=N/NC(=O)c1[nH]c2ccc(C)cc2c1-c1ccccc1	94	92	98	12	93	94	.	11	0.2	1	97
CCCOc1ccc2c(CC)cc(=O)oc2c1C	98	100	102	7	100	101	6	14	0.5	1	99
Brc1ccc(-c2csc(NNC3=NCCCCC3)n2)cc1	92	94	96	35	97	95	-15	11	0.4	1	98
Cc1ccccc1NC(=S)N(CCCN1CCOCC1)Cc1ccccn1	?	?	?	12	?	?	15	19	-0.1	-4	?
COC(=O)CN(Cc1ccco1)S(=O)(=O)c1ccccc1	98	98	105	11	99	97	.	33	-0.2	-3	99
CCOC(=O)N1CCC(NC(=O)c2ccc3c(c2)sc2nc(-c4ccccc4)cn23)CC1	100	99	102	16	102	102	.	22	2.2	3	105
COCc1cc(C)nc2sc3c(=O)oc(C)nc3c12	95	95	95	31	94	95	-13	25	0.8	11	95
O=c1[nH]c2sc3c(c2c2nncn12)CCCC3	88	79*	76*	7	78*	77*	16	48	2.7	13	85
CC1CC(C)CN(CCCNC(=O)c2ccc3c(c2)NC(=O)C(N2CCCCC2)S3)C1 (stereo not given)	98	101	100	8	102	101	.	44	0.8	3	102
O=S(=O)(c1cc(Cl)ccc1Cl)n1cccn1	94	95	96	7	98	96	.	15	-0.3	0	103
CC(=O)Nc1ccc(NC(=O)CCCc2c[nH]c3ccccc23)cc1	100	105	103	10	102	103	8	14	0.2	1	107
CCOc1ccc(C2c3c(oc4ccccc4c3=O)C(=O)N2CCCN2CCOCC2)cc1OCC (stereo not given)	101	102	104	24	102	100	.	16	0.5	2	98
COc1ccc(C(=O)OCn2nnc3ccccc3c2=O)cc1OC	96	90	94	11	94	99	.	12	0.8	1	101
O=C(CCCc1nc2ccccc2s1)NCc1cccnc1	97	93	99	19	101	99	16	16	0.1	1	104
COC(=O)C1CCN(c2cc(=O)n(-c3ccc(OC)cc3)c(=O)[nH]2)CC1	100	98	104	6	99	100	.	18	0.0	1	101
Cc1cc(CN(C)C(=O)c2cc(COc3ccc4ncccc4c3)on2)on1	100	94	100	6	98	94	-10	17	1.1	2	94
Oc1ccc(N=Cc2cc(Br)c(N3CCOCC3)o2)cc1	102	105	103	9	104	103	-27	5	0.2	-5	97
C=CCn1c(SCC(=O)Nc2c(C)n(C)n(-c3ccccc3)c2=O)nc2sc(C)c(-c3ccccc3)c2c1=O	100	104	101	18	104	102	.	30	1.1	3	97
CC(C)N(CCNC(=O)c1oc(=O)c2ccccc2c1-c1ccccc1)Cc1ccco1	97	97	102	13	99	101	-2	9	2.2	8	108
CCn1c(CNC(=O)COc2ccc(C(C)C)cc2)nnc1SCC(=O)NC1CCCCC1C (stereo not given)	96	102	102	6	100	99	9	18	0.1	2	98
O=C(c1cc(S(=O)(=O)Nc2ccccc2F)c(Cl)cc1Cl)N1CCN(CCO)CC1	97	102	97	7	97	100	5	67	0.8	3	96
Cc1ccc(C(=O)OCC(=O)NCCN2C(=O)CSC2=O)cc1	99	101	105	12	100	99	9	26	8.0	11	97
N#CCc1ccc(NS(=O)(=O)c2cccs2)cc1	94	99	100	24	98	101	-37	15	0.5	1	99
CSc1nsc(SC)c1NC(=O)Nc1ccccn1	101	107	105	14	105	106	-16	15	1.7	8	99
O=C(O)c1cc(-c2ccc(/C=N/Nc3ccc(Cl)cc3)o2)ccc1Cl	88	92	94	14	97	93	.	28	-0.2	-1	94
Cc1cn(C2CC3OCC3O2)c(=O)[nH]c1=O (stereo not given)	100	102	104	5	102	103	-25	39	-0.2	-1	104
CCc1nc2c(sc3nc4c(cc32)COC(C)(C)C4)c(=O)n1CCN(CC)CC	97	96	101	11	99	98	.	10	0.7	16	105
More records
SMILES	Rac1 act GTP bind	Cdc42 wt	Rac1 wt GTP bind	Avidin bead fluor	HRas wt GTP	Rab2A wt mod	Pf gamet viab	GSH bead fluor	ABCB1 block	ABCG2 inh	Rab7 wt GTP bind
CC(C)CCNC(=O)Cn1cc2c(n1)CCCCC2	98	102	103	7	100	101	.	17	0.5	1	99
COCCOc1cnn(-c2cc(Oc3ccc(C)cc3)ncn2)c(=O)c1Cl	98	102	103	7	101	100	.	11	0.6	4	99
Cc1ccc(Cl)cc1NC(=S)NCc1cccn1C	103	105	103	12	103	103	18	23	0.0	2	102
NNC(=O)c1ccc(O)cc1O	100	100	108	11	102	99	13	4	-0.6	-9	98
CNCCCOc1ccc(C)cc1OC	95	101	100	10	96	101	.	25	0.1	0	97
COc1ccccc1/C=C/C(=O)OC(C)CN1CCOCC1 (stereo not given)	99	104	101	9	101	103	-18	23	0.5	1	100
COc1cnc(-c2ccccn2)nc1Oc1cccc(Cl)c1	97	97	102	29	99	97	6	24	0.6	7	100
Cc1ccc(NC(=O)C(C)c2ccc([N+](=O)[O-])cc2)cc1Cl (stereo not given)	100	95	100	4	99	100	.	11	0.6	18	94
O=C(CSc1ccsc1[N+](=O)[O-])NC1CCCC1	94	94	97	.	93	100	21	12	-0.8	14	98

From PubChem
